High-throughput results from PubChem.
EBNA-1 inh: blocks EBNA-1 binding to DNA. 300,000 tested, 0.34% active. inhibition, % at 14.8 µM. EBNA-1 DNA binding, fluorescence polarization; in the data active means inhibition above about 28%
ZTA counter: ZTA (EBV) inhibition in EBNA-1 counter-screen; P03206; ZTA-DNA binding, fluorescence polarization; inhibition, % at 11 µM; AID 2234; 320,000 tested, 0.15% active; in the data active means inhibition above about 33%
AHR activator: human AHR activation; 320,000 tested, 2.5% active; activation, % at 5 µM; P35869; AHR-responsive luciferase reporter cells, luminescence; in the data active means activation above about 47%;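 further: 0% = vehicle wells and 100% = reference agonist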
LAP4-GFP MLPCN: modulators of TOR pathway LAP4-GFP in S. cerevisiae. S. cerevisiae LAP4-GFP multiplex, flow cytometry GFP, 3 h; median GFP as percent of DMSO wells. GFP response vs DMSO, % at 10 µM. 320,000 tested, 0.34% active;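 active means GFP response vs DMSO above a set limit, about the screen mean plus 3 SD, cut at about 150% in these data; inconclusive means under 70 cell events counted for the yeast strain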
MEP2 TOR yeast: yeast TOR pathway MEP2-GFP modulation; 330,000 tested, 0.51% active; S. cerevisiae MEP2-GFP strain, flow cytometry GFP, 3 h; 100% = DMSO control level; GFP response vs DMSO, % at 10 µM; AID 2016;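 active means GFP response versus DMSO above a set limit, roughly screen mean plus 3 SD, cut at about 180% in these data; inconclusive means fewer than 70 cells counted for a yeast strain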;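 further: median GFP fluorescence of the barcode-gated MEP2-GFP cells per well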
RPL19A TOR yeast: yeast TOR pathway RPL19A-GFP modulation | S. cerevisiae RPL19A-GFP strain, flow cytometry, 3 h; active compounds read low | percent response vs DMSO, % at 10 µM | 330,000 tested, 0.3% active | AID 2025;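 active means percent response vs DMSO below 50%; inconclusive means fewer than 70 events counted for the yeast strain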;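 further: median channel GFP fluorescence of the barcoded RPL19A-GFP strain; ratio of sample median GFP to plate DMSO average so 100% = DMSO; lower means less RPL19A-GFP as with rapamycin TOR inhibition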
procasp3 activ: activators of human procaspase-3 | P42574 | recombinant procaspase-3 D3A, Ac-DEVD-pNA absorbance 405 nm | activation, % at 8.5 µM | 330,000 tested, 0.11% active | AID 463141;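 active means activation above the mean of all tested compounds plus 3 SD, cut at about 21% in these data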;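 further: 0% = DMSO alone and 100% = DMSO wells spiked with extra 5 µM PC-3 D3A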
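Compound: 8.5 µM single point, 0.8% DMSO / Material: Autoprocessing-dead procaspase-3 D3A mutant enzyme / Timing: 1 h preincubation plus 2 h reaction at 25 °C / Medium: Zinc-free HEPES/NaCl buffer with 0.01% Triton X-100 at pH 7.4 / Technique: 405 nm absorbance of p-nitroaniline, reads at 0 and 120 min / Repeats: one well per compound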
proCasp7 act: counter-screen for procaspase-3 activators: activators of human procaspase-7. 330,000 tested, 0.093% active. activation, % at 8.5 µM. P55210. recombinant procaspase-7, Ac-DEVD-pNA absorbance 405 nm; D23A/D198A/D206A triple mutant, cannot self-cleave; scale: DMSO 0, 5 µM enzyme 100;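 active means percent activation above the screen-wide mean plus 3 SD, cut at about 25% in these data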
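Material: Procaspase-7 triple mutant (PC-7 D3A) | Quantity: 2 µM procaspase-7 mutant as dispensed | Reagent: DEVD-pNA substrate | Times: 1 h preincubation, 2 h reaction | Technique: 405 nm absorbance of p-nitroaniline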
* = called active by the depositor; ? = inconclusive; · = no result given; [ ] = another dose, or the depositor's remark.

SMILES,MEP2 TOR yeast,procasp3 activ,LAP4-GFP MLPCN,ZTA counter,AHR activator,proCasp7 act,EBNA-1 inh,RPL19A TOR yeast
Nc1nc2ccc(C(=O)NC3CCCCC3)cc2s1,88,4,84,20,36,3,-8,84
C[C@H](CO)N1C[C@H](C)[C@@H](CN(C)C)Oc2c(NC(=O)Cc3ccccc3)cccc2C1=O,102,-2,99,·,0,6,·,97
Cc1nc(SCC(=O)NCc2ccco2)c2c3c(sc2n1)CCCC3,183*[may fluoresce violet],0,106[may fluoresce violet],-17,5,-5,-7,56
O=C1CC(SCc2nc3ccccc3[nH]2)C(=O)N1c1ccc(Cl)cc1 (stereo unspecified),103,-28,102,-10,16,-17,-12,98
CC(=O)N1CCc2cc(S(=O)(=O)NCCC(=O)N3CCN(c4ccccn4)CC3)ccc21,106,3,104,9,0,3,6,106
Cc1nc2ccccc2nc1OCC(=O)NCC(F)(F)F,95,-2,91,0,3,-7,-1,95
c1ccc2c(NC3=NCCCCS3)cccc2c1,102,5,97,3,7,2,10,100
Cn1nnnc1SCC(=O)Nc1cc(C(C)(C)C)nn1-c1ccccc1,107,0,100,13,1,-9,-8,102
CCCOc1ccc(N2CC(C(=O)Nc3ccc4c(c3)OCO4)CC2=O)cc1 (stereo unspecified),100,-5,102,6,37,6,11,100
COc1cc(/C=N\NC(=O)Cn2nnc3ccccc32)cc(OC)c1OC,103,-2,96,-11,7,-3,-12,100
CCCCCN(C(=O)CSc1n[nH]c(-c2ccc(C)cc2)n1)c1c(N)n(CCCC)c(=O)[nH]c1=O,99,0,109,8,6,3,8,97
CCc1ccc(-c2nc(CS(=O)CC(=O)NCc3ccc4c(c3)OCO4)c(C)o2)cc1 (stereo unspecified),108,3,104,-5,8,4,4,100
CC(c1nnc(SCC(=O)c2c(N)n(C)c(=O)n(C)c2=O)n1-c1ccc(Cl)cc1)N(C)C (stereo unspecified),101,-5,98,-14,-1,4,-5,97
CCOC(=O)N1CCC(NC(=O)c2cc(COc3ccc(F)cc3Cl)on2)CC1,101,0,91,-14,-2,-14,-3,105
Cc1ccc(-c2nnn(CC(=O)N(c3ccccc3)C(C(=O)NC(C)(C)C)c3cccs3)n2)o1 (stereo unspecified),107,-2,103,-9,-1,6,4,100
COCCCNC(=O)Cn1ccc(NC(=O)OCc2ccccc2)nc1=O,94,-3,101,-4,1,-3,·,99
CC(C)C1Cc2c(sc3ncnc(NN)c23)CO1 (stereo unspecified),104,-20,97,6,12,-12,10,106
CC(O)CC(C(=O)NNc1ccccc1)C(=O)NNc1ccccc1 (stereo unspecified),101,0,101,-7,0,-6,-12,101
Cc1c(CCO)c(=O)[nH]n1S(=O)(=O)c1ccc(F)cc1,99[may fluoresce green],-1,102[may fluoresce green],-23,6,-3,-8,99[may fluoresce green]
COc1cc(C2NC(=O)NC(C)=C2[N+](=O)[O-])cc(OC)c1OC (stereo unspecified),104,1,101,8,-2,3,3,101
CN(C)c1nc(N)c2ncc(=S)[nH]c2n1,99,-2,102,-4,1,-12,-2,98
CCc1ccc2oc(-c3cccc(NC(=O)c4cccnc4)c3)nc2c1,95,-7,93,-11,33,-2,-10,92
Cc1sc(NC(=O)C2CCCO2)c(C#N)c1C (stereo unspecified),93,-3,93,-3,4,-9,-5,90
C/C=C/Cn1c(N2CCCCCC2)nc2c1c(=O)[nH]c(=O)n2C,107,6,97,-4,-1,7,4,103
COc1ccc(C2CC(c3ccccc3)=NN2c2ccc(S(N)(=O)=O)cc2)cc1OC (stereo unspecified),100,10,96,-14,2,26*,2,97
COC(=O)/C=C/c1cc(F)ccc1S(=O)(=O)NC(C)(C)C,94,-1,123,-15,4,-8,1,101
COc1ccc(OCCOc2ccc(C)nc2[N+](=O)[O-])cc1,101,-2,102,3,-3,2,0,104
COc1ccc2[nH]cc(C3N4CC5(C)CN3CC(C)(C4)C5=O)c2c1 (stereo unspecified),99,13,90,0,3,-1,2,95
C/C(N)=C(/C#N)C(=O)CSc1nnc(COc2cc(C)ccc2C)o1,98,-9,91,53*,12,11,38*,97
Oc1ccccc1C=NCCN=Cc1ccccc1O,96,10,99,-3,6,6,-2,101
O=C(NCCCn1ccnc1)c1cccc(Br)c1,105,2,90,10,39,5,14,104
O=C(NCCN1CCNC1=O)C1CCC(=O)N(Cc2cccc(C(F)(F)F)c2)C1 (stereo unspecified),98,-12,100,-7,4,-6,-23,97
COC(=O)c1cccc(NC(=O)CSc2nc3cccnc3n2C)c1,99,2,93,1,5,22,-1,103
COc1ccc(N2CC(NS(=O)(=O)c3ccc(F)cc3)CC2=O)cc1 (stereo unspecified),98,2,99,-5,-5,9,-3,96
COc1cccc(CNC(=O)C2CCN(S(=O)(=O)N3CCCC3)CC2)c1,103,16,100,-2,0,6,8,97
Cc1ccc(F)c(NC(=O)c2ccc(Cn3cc(Cl)cn3)cc2)c1,105,10,101,-12,5,3,2,100
COc1cccc(C(=O)Nc2ccc(-n3nncc3C(C)(C)C)cc2)c1,98,8,99,-12,24,-1,-4,95
COc1ccc(NC(=O)c2ccc3c(=O)n(Cc4ccco4)c(=S)[nH]c3c2)c(OC)c1,103,-9,101,-14,11,-5,-10,95
O=c1[nH]c2ccccc2s1,109,-4,104,-4,9,2,-3,96
c1cnc(Oc2ccc(-c3nnco3)cc2)cn1,102,-3,97,-7,23,8,-13,103
COC(=O)C1(Cc2cc(-c3ccccc3)no2)CCN(C(=O)OC(C)(C)C)CC1,92,-1,106,-9,2,2,-10,92
CN=c1oc2ccc(Cl)cc2cc1C(N)=O,92,-8,106,-9,1,0,4,102
CCC(CC)=NNc1ccc([N+](=O)[O-])cc1[N+](=O)[O-],95,5,99,16,1,-2,11,99
C=CCn1c(-c2cccc([N+](=O)[O-])c2)n[nH]c1=S,103,0,102,-3,0,-6,3,97
CCc1c(C)sc(NC(=O)c2ccco2)c1C(=O)N1CCOCC1,104,-3,101,0,6,2,6,95
CC(NC(=O)c1ccco1)C12CC3CC(CC(C3)C1)C2 (stereo unspecified),94,3,102,4,-2,-4,·,90
CCn1c(C)c(C)c2cc(C(=O)NCCCN3CCCCC3)ccc21,98,12,100,12,2,-1,8,97
CN(CCCNC(=O)C1CCC(CNS(=O)(=O)c2ccccc2)CC1)Cc1ccccc1 (stereo unspecified),106,3,102,4,0,2,4,96
Cc1ccc(NC(=O)C2C3C=CC4(O3)C2C(=O)N(CCCN2CCCC2)C4C(=O)NC2CCCCC2)cc1Cl (stereo unspecified),111,-4,99,-1,-2,4,6,110
Cc1cc2nc(-c3ccc[nH]c3=O)n(Cc3ccc(F)cc3)c2cc1C,105,5,92,-7,2,6,-9,100

Continued:
SMILES,MEP2 TOR yeast,procasp3 activ,LAP4-GFP MLPCN,ZTA counter,AHR activator,proCasp7 act,EBNA-1 inh,RPL19A TOR yeast
CCn1cc(C(=O)NCCCN(CC(C)C)CC(C)C)c(=O)c2cc(S(=O)(=O)N3CCOCC3)ccc21,125,-7,110,-2,2,-2,-15,114
C=CCOc1cccc(NC(=O)c2ccccc2SC)c1,120,7,113,-1,45,1,-1,102
c1ccc(OCCSc2nc3ccccc3o2)cc1,93,11,106,12,-8,-4,-3,89
CC(NC(=O)COC(=O)Cc1ccc(-c2ccccc2)cc1)c1ccccc1 (stereo unspecified),94,-9,83,-5,-3,-1,7,98
Cc1cc(Cl)ccc1OCCCC(=O)NCCCn1ccnc1,111,0,97,7,9,4,-4,104
O=C(CSc1nc2cc(Cl)ccc2o1)N1CCOCC1,100,5,100,-9,12,19,6,99
COc1cc(/C=C(\NC(C)=O)C(=O)Nc2ccccc2C)ccc1OC(C)=O,108,5,99,-4,1,5,3,99
CCCOc1ccc(C2CC(=O)NC2=O)cc1 (stereo unspecified),102,7,101,2,1,1,-13,98
COc1ccccc1OCC(=O)N/N=C1/C=C(C)CC1,103,-1,94,11,11,0,-8,103
COC(=O)CC(c1ccc(C#N)cc1)n1c(C)ccc1C (stereo unspecified),95,1,93,-7,6,0,-10,94
COc1cccc(C=Nc2ccc3c(c2)OCCO3)c1O,104,-2,99,7,5,3,-9,101
Cc1ccc2c(=O)cc(C(F)F)oc2c1,101,5,91,5,-3,10,3,99
O=C(NCCNC(=O)c1cc(OCC(F)(F)F)ccc1OCC(F)(F)F)Nc1ccccc1,99,-3,90,12,4,0,5,101
COc1ccc(S(=O)(=O)Nc2ccccc2N2CCOCC2)cc1OC,105,5,103,12,0,10,·,102
COc1c(C(=O)Nc2nnc(C3CC3)s2)csc1Cl,98[may fluoresce green],-4,125[may fluoresce green],14,113*,3,0,91[may fluoresce green]
CCCN(CCC)C(=O)Cc1coc2ccc3ccccc3c12,?,5,84[may fluoresce violet],-3,17,3,8,94
CCOc1cc(C(=O)Nc2ccc(S(=O)(=O)Nc3nnc(CC)s3)cc2)cc(OCC)c1OCC,105,-1,101,13,1,5,-1,103
Cc1ccc(-c2nc(C)c(C(=O)O)s2)cc1,102,-3,110,-2,12,-6,-19,98
Cc1cccc(C(=O)N/C(=C\c2ccco2)C(=O)N2CCCC2)c1,104,3,102,-4,0,-8,-9,103

Looked up above.
For LAP4-GFP MLPCN, O=C(CSc1nc2cc(Cl)ccc2o1)N1CCOCC1 reads 100
For ZTA counter, CCn1cc(C(=O)NCCCN(CC(C)C)CC(C)C)c(=O)c2cc(S(=O)(=O)N3CCOCC3)ccc21 reads -2
